Compound activity deposited in PubChem by National Center for Advancing Translational Sciences (NCATS).
EPAC1 antagonist = blocks human EPAC1 exchange factor; O95398; EPAC1 GEF assay, Rap1b-BODIPY-GDP exchange fluorescence; Potency, µM (highest dose often 115 µM), for the others: at the highest dose activity change, negative = inhibition, most hits filed as inhibitors; 0.14% of 360,000 active; AID 720709;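 note: potency is the fitted concentration of half-maximal effect; plate controls were vehicle for no effect and positive control for full effect; nearly all actives have a fitted effect of over 50% in size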
EPAC2 ag = activates human EPAC2 exchange factor; EPAC2 activation, biochemical qHTS; response scale: 100% = 6.5 mM cAMP response; 0.079% of 360,000 active; Potency, µM (titrated, usually from 154 µM), for the others: at the top dose activation, hits mostly activators; Q8WZA2; note: potency is the fitted concentration of half-maximal effect; nearly all actives have a fitted effect of over 50% in size
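Nucleotide exchange monitored as fluorescence drop when BODIPY-GDP leaves Rap1B. Reaction: 100 nM EPAC2, 250 nM RAP1B-BODIPY-GDP, 50 uM GDP, room temperature, kinetic read over 30 min. Activity expressed relative to 6.5 mM cAMP.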
PI5P4K alpha inh = inhibitors of human PI5P4K alpha; max response, %; P48426; 1.2% of 330,000 active; PI5P4Kalpha enzyme, ADP-Glo luminescence, 60 min; hits give low values; active = max response of -50% or lower; inconclusive = between -30% and -50%; inactive = -30% or higher; note: value at the top dose of about 77 µM; % is set by controls: 0 for no effect and ±100 for the full control effect
Target sequence (P48426 whole entry, looked up): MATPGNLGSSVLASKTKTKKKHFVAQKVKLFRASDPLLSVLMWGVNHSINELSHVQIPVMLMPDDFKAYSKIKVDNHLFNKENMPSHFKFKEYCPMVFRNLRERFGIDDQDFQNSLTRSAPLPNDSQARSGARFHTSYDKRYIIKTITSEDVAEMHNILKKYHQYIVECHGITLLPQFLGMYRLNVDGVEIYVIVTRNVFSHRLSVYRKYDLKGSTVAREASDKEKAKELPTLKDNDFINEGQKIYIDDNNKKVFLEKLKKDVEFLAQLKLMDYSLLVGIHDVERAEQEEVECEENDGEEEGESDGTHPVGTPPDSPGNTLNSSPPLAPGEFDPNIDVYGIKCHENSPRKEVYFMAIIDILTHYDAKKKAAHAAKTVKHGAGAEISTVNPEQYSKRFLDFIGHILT
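Enzyme plus substrate dispensed, test compounds pinned in, then ATP (5 microM final) added. After 60 min at RT, ADP-Glo reagent 1 for 45 min and reagent 2 for 30 min preceded luminescence imaging.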
CCT chaperon mod = cytosolic chaperonin activity modulation; AID 651819; 0.3% of 360,000 active; activity change, % (no concentration beside the values), hits read low; purified chaperonin ATPase assay, HTRF ADP detection, 30 min; in the data active = activity change below about -30%; note: % is set by controls: 0 for no effect and ±100 for the full control effect
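We incubate TRiC, 40 or 20 nM final, with library compounds at 76 uM and 10 uM ATP for 30 min at 37 °C. ADP formed is detected with Transcreener HTRF reagents after 30 min at room temperature.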
PLK1 PBD inh = PLK1 (human) polo-box domain binding inhibition; Plk1 PBD binding of FITC phosphopeptide, fluorescence polarization; Potency, µM, without a hit: max response, negative = inhibition, actives largely listed as inhibitors; 2.8% of 360,000 active; AID 720504; note: potency is the fitted concentration of half-maximal effect; series mostly up to about 57 µM; % is set by controls: 0 for no effect and ±100 for the full control effect; nearly all actives have a fitted effect of over 65% in size
Target sequence (P53350 whole entry, looked up, the tested form may be a part): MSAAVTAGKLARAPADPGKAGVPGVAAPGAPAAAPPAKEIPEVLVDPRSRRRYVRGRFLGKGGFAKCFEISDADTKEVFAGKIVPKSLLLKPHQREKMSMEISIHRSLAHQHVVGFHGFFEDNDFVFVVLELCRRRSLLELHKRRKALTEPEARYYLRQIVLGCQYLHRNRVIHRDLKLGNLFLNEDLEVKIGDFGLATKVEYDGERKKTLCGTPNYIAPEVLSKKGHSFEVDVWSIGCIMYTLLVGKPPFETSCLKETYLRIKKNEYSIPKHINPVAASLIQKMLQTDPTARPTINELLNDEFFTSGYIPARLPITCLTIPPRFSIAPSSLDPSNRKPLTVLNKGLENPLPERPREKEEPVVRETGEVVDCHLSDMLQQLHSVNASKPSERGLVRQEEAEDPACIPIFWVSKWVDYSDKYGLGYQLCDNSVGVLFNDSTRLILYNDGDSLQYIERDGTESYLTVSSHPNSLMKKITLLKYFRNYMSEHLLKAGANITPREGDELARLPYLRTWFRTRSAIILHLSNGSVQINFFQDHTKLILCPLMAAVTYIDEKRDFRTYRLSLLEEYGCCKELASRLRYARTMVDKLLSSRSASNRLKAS
IL-2 act = activates IL-2 in a cell-based reporter assay. IL-2 activation reporter assay, cell-based qHTS; stimulated with anti-CD3/CD4/CD28 beads; in transgenic mouse T cells. activation, % (series mostly up to about 46 µM). AID 652025. 0.065% of 360,000 active; in the data active = activation above about 50%; inconclusive = mostly about 30% to 49%; note: 0% is about no effect
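Readout is EGFP and DsRed signal by fluorescent plate cytometry after 18 h at 37 degrees C. Transgenic mouse T cells (750/well) received compound for 60 min before bead stimulation (anti-CD3, anti-CD4, anti-CD28); memory T cells served as non-tolerant control.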
WRN helicase inh = blocks human WRN helicase; AID 651768; Potency, µM (doses to about 114 µM), for the others: at the highest dose activity change, negative = inhibition, actives largely listed as inhibitors; 0.46% of 360,000 active; WRN helicase unwinding, fluorescent forked duplex, kinetic; note: potency is the fitted concentration of half-maximal effect; % is set by controls: 0 for no effect and ±100 for the full control effect; nearly all actives have a fitted effect of over 55% in size
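Enzyme (20 nM final) and test compound sit together 15 min at room temperature before substrate addition. Substrate is a single-forked duplex oligonucleotide (100 nM) labelled with fluorophore and quencher, with 2 mM ATP; helicase unwinding raises red fluorescence, read kinetically.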
EPAC1 agonist = agonists of human EPAC1 | AID 720707 | Potency, µM (doses to about 154 µM), without a hit: at the top dose activation, hits mostly activators | O95398 | EPAC1 agonist qHTS, biochemical assay; response scale: 100% = response to 6.5 mM cAMP | 0.073% of 360,000 active; note: potency is the fitted concentration of half-maximal effect; nearly all actives have a fitted effect of over 60% in size
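Nucleotide exchange by EPAC1 (100 nM) on Rap1B–BODIPY-GDP (250 nM) in the presence of 50 uM GDP is tracked fluorescently at 480/540 nm over 30 min. Signals are normalized to a 6.5 mM cAMP control.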
* = called active by the depositor; u = inconclusive; x = no result given; [ ] = remark or other dose. Unless noted, calls come from the whole dose curve; as a rule, active = well fitted curve in the direction sought with a large enough effect; inconclusive = small, poorly fitted or top-dose-only effect, or another doubt; inactive = no such curve, though single readings can be large; an effect the other way counts as inactive or inconclusive. Some of the compounds tested; rates above refer to the full screens.

#	Molecule	EPAC1 antagonist	EPAC2 ag	PI5P4K alpha inh	CCT chaperon mod
1	O=C(CC1Sc2ncnn2C1=O)Nc1ccc(Cl)cc1 (stereo not given)	7%	6%	-19	-1.5
2	COCCN(CCOC)C(=O)c1cc2sc3ccccc3c2s1	-4%	7%	x	-31*
3	NNC(=O)c1csc(-c2cccc(C(F)(F)F)c2)n1	-3%	0%	5	-4.3
4	COc1ccc(/C=C(/C#N)C(=O)Nc2ccc(O)cc2)cc1C(=O)O	-7%	12%	-3	-1.7
5	Cc1cccc(N2CCN(S(=O)(=O)c3cc4c(cc3Cl)NC(=O)CO4)CC2)c1C	u	-2%	1	0.1
6	S=C(NCCCN1CCOCC1)Nc1ccc(Cl)c(Cl)c1	-15%	-2%	7	0.1
7	Cc1cccc(C)c1OCc1cc(C(=O)N(C)Cc2nc3ccccc3[nH]2)no1	3%	-4%	2	1.9
8	CC1=C(C#N)C(=O)NC(C)(C)C1	5%	-4%	0	-3.0

#	PLK1 PBD inh	IL-2 act	WRN helicase inh	EPAC1 agonist
1	-22%	-2.2	-4%	1%
2	0%	1.7	-5%[57.1 µM]	6%
3	-8%	-0.4	-4%	-4%
4	-4%	-2.0	-10%	12%
5	8%	0.8	-7%	-7%
6	-19%	0.9	2%	6%
7	2%	-4.8	-12%	10%
8	-11%	-0.1	1%	18%

Additional structures follow:
#	Molecule	EPAC1 antagonist	EPAC2 ag	PI5P4K alpha inh	CCT chaperon mod
9	O=C1N(C2CCCC2)C[C@@H]2C[C@@H](c3cccn3-c3nccs3)N3CCC[C@@]123	10%	17%	-4	0.2
10	COc1ccccc1OCCn1cc(/C=N/NC(=O)c2ccncc2)c2ccccc21	-22%	7%	-16	-0.6
11	Cc1cccc(CNC(=O)c2ccc3c(c2)N(C)CCS3)c1	-3%	10%	2	-2.2
12	Cc1c(-c2ccccc2)sc2nc[nH]c(=S)c12	8%	12%	-11	-2.1
13	COc1ccc(NC(=O)c2cc(S(=O)(=O)N3CCOCC3)ccc2N2CCOCC2)cc1	-6%	-8%	-3	-1.0
14	C=CCC[C@H](Cc1ccc(F)cc1)C(=O)OC[C@@H](C)NC(=O)[C@@H](CC=C)CC(=O)N[C@H](CO)Cc1ccccc1	u	-6%	4	-1.7
15	CC(Sc1nnc(Nc2ccccc2)s1)C(=O)NC1CCCc2ccccc21 (stereo not given)	-6%	9%	-5	-4.5
16	O=C(COC(=O)Cc1ccc(Cl)cc1)Nc1ccc2[nH]c(=O)[nH]c2c1	-3%	-2%	-2	0.5

#	PLK1 PBD inh	IL-2 act	WRN helicase inh	EPAC1 agonist
9	-6%	-2.9	3%	-4%
10	4%	-0.8	-32%	2%
11	-4%	-1.2	0%	9%
12	-15%	-0.8	0%	5%
13	0%	-0.4	-2%	-2%
14	-3%	-2.6	-10%	-8%
15	-4%	-3.5	-10%	-4%
16	-1%	-0.7	-7%	u

The listing continues.
#	Molecule	EPAC1 antagonist	EPAC2 ag	PI5P4K alpha inh	CCT chaperon mod
17	CCc1ccc(CN2CCC(C(=O)Nc3ccc(-n4nc(C)cc4C)cc3)CC2)o1	14%	-6%	-10	-1.0
18	COC(=O)CN1C(=O)C2(C(C#N)=C(N)Oc3c2c(C)nn3-c2ccccc2)c2ccccc21 (stereo not given)	-14%	14%	x	-0.3
19	Cc1nonc1C(=O)N/N=C/c1cc2c(cc1Br)OCO2	8%	8%	-4	-1.8
20	Cc1cc(-c2csc(NC(=O)c3ccc(=O)[nH]c3)n2)c(C)n1Cc1ccccc1	4%	5%	-23	-0.6
21	O=C(O)CNC(=S)NCc1ccccc1	0%	-1%	0	-4.8
22	OC/C(Br)=C(\Br)CO	13%	13%	-1	-0.6
23	O=c1oc2ccccc2c2c1ncn2-c1ccccc1	7%	1%	x	-0.9
24	CC(=O)NC(Cc1cccc(F)c1)C(=O)NC1CCN(c2ncccc2[N+](=O)[O-])CC1 (stereo not given)	3%	7%	0	1.1

#	PLK1 PBD inh	IL-2 act	WRN helicase inh	EPAC1 agonist
17	-2%	-3.1	5%	0%
18	u	-1.4	-10%	5%
19	-18%	0.0	-2%	11%
20	-6%	-3.2	-1%	5%
21	0%	-0.9	-6%	13%
22	-17%	-0.4	2%	-19%
23	-4%	-0.7	-3%	8%
24	-13%	0.8	1%	12%

(more compounds)
#	Molecule	EPAC1 antagonist	EPAC2 ag	PI5P4K alpha inh	CCT chaperon mod
25	COc1ccc(C(=O)Cn2nnc(-c3ccccc3NC(=O)C3CCCCC3)n2)cc1	6%	15%	3	0.0
26	Cc1ccc(C)c(OCC(=O)Nc2ccccc2C(=O)N2CCN(C)CC2)c1	-10%	9%	0	1.3
27	COc1cccc(/C(O)=C2/C(=O)C(=O)N(CCCN3CCOCC3)C2c2ccncc2)c1 (stereo not given)	-11%	2%	x	-2.3
28	Cc1ccc(OCCNC(=O)c2ccc(C)cc2)cc1	7%	9%	6	2.3
29	CCOC(=O)c1cn(Cc2cccc(C)c2)nn1	-8%	2%	-7	-2.8
30	Cc1ccc2c(Cl)cc(Cl)c(OCc3c(C)noc3C)c2n1	11%	-1%	-5	-1.2
31	COc1ccc(Cl)cc1-c1nc(N)nc(N(C)C)n1	2%	0%	1	-2.5
32	C#CCOc1ccccc1CNc1ccccc1	-29%	21%	6	1.4

#	PLK1 PBD inh	IL-2 act	WRN helicase inh	EPAC1 agonist
25	6%	-0.8	-9%	16%
26	-26%	-1.2	-14%	-3%
27	-5%	-0.9	5%	1%
28	-3%	-0.8	-5%	1%
29	-8%	-1.0	-13%	10%
30	-1%	-0.8	-8%	1%
31	-4%	-0.8	-8%	-1%
32	-6%	-0.6	0%	-1%

Structures listed so far marked active in CCT chaperon mod:
# | SMILES | EPAC1 antagonist | EPAC2 ag | PI5P4K alpha inh | CCT chaperon mod | PLK1 PBD inh | WRN helicase inh
2 | COCCN(CCOC)C(=O)c1cc2sc3ccccc3c2s1 | -4% | 7% | x | -31* | 0% | -5%[57.1 µM]

Next compounds
#	Molecule	EPAC1 antagonist	EPAC2 ag	PI5P4K alpha inh	CCT chaperon mod
33	N#Cc1cc(-c2ccc(Cl)cc2)cn(Cc2c(Cl)cccc2Cl)c1=O	8%	10%	x	-2.0
34	COc1ccccc1C1(O)C(=O)Nc2ccccc21 (stereo not given)	10%	5%	2	0.8
35	CC(=O)c1c(O)c2ccccc2n(C2CCCCC2)c1=O	-9%	3%	-29	-4.4
36	Cn1nnc2cc(C(=O)NCCC3=CCCCC3)ccc21	4%	-7%	-2	-5.4
37	S=c1[nH]nc(COc2ccccc2)n1-c1ccccc1	0%	2%	2	0.4
38	Cc1ccccc1OCC(=O)OCC(=O)c1ccc(OC(=O)c2ccccc2)cc1	-3%	7%	x	-3.6
39	O=c1c2ccccc2oc2cc(-c3ccc(CN4CCOCC4)cc3)ccc12	15%	7%	16	-0.1
40	O=C(Nc1ccc(Cl)cc1Cl)NC1CCCC1	-17%	0%	3	2.9

#	PLK1 PBD inh	IL-2 act	WRN helicase inh	EPAC1 agonist
33	-8%	-0.1	-7%	0%
34	-8%	-0.3	0%	8%
35	-26%	-0.9	0%[11.6 µM]	-1%
36	0%	-0.4	8%	-3%
37	-12%	-2.2	2%	-3%
38	-2%	-2.5	13%	11%
39	-8%	-0.6	5%	-10%
40	-8%	1.8	-1%	2%

Following part
#	Molecule	EPAC1 antagonist	EPAC2 ag	PI5P4K alpha inh	CCT chaperon mod
41	COC(=O)c1nnn(CC(=O)NC(=O)Nc2ccccc2F)c1C(=O)OC	4%	10%	3	0.5
42	COC(=O)c1ccccc1NC(=O)C1CCCN(c2nnc(-n3cccc3)s2)C1 (stereo not given)	-13%	-4%	-4	1.7
43	CC(OC(=O)c1cc2sccc2n1C)C(=O)NCc1ccc(F)cc1 (stereo not given)	-7%	0%	3	-3.7
44	CCCn1c(SCC(=O)Nc2nc(C)c(C(=O)OC)s2)nnc1C(C)C	14%	-5%	-3	-1.1
45	COc1ccc(-c2nnn(CC(=O)N(Cc3ccccc3Cl)C(C(=O)NCC3CCCO3)c3ccco3)n2)cc1 (stereo not given)	7%	-13%	2	1.2
46	Cc1cccn2c(=O)c(C=C(C#N)C#N)c(N3CCN(C)CC3)nc12	5%	4%	0	-2.2
47	O=C(Nc1cccc2[nH]ncc12)NS(=O)(=O)c1ccccc1	14%	-5%	-1	-0.9
48	Cc1ccc(C(C(=O)NC2CCCC2)N(C(=O)c2csnn2)C2CC2)cc1 (stereo not given)	6%	18%	7	-0.1

#	PLK1 PBD inh	IL-2 act	WRN helicase inh	EPAC1 agonist
41	-5%	0.6	4%	3%
42	-5%	-2.3	-11%[57.1 µM]	-11%
43	-5%	0.6	13%	6%
44	0%	-1.4	14%	-6%
45	-4%	-1.9	5%	-3%
46	-22%	-2.3	2%	5%
47	-5%	1.5	-1%	-9%
48	-15%	-0.5	-7%	-11%

(further entries)
#	Molecule	EPAC1 antagonist	EPAC2 ag	PI5P4K alpha inh	CCT chaperon mod
49	COCCCNC(=O)c1ccc2c(=O)n(Cc3ccc4c(c3)OCO4)c(=S)[nH]c2c1	4%	-12%	-12	-0.7
50	Cc1cccc2sc(NC(=O)CN3C(=O)NC4(CCCC4)C3=O)nc12	-10%	7%	-8	1.8
51	COc1ccc(C(C(=O)NC2CCCC2)N(C(=O)c2ccco2)c2cc3c(cc2C(C)=O)OCO3)cc1 (stereo not given)	-16%	20%	4	-3.9
52	C=CCc1ccc(OCCCNCc2ccccc2)c(OC)c1	5%	-3%	-9	0.9
53	CC(=O)N[C@@H](Cc1ccc(OC(F)(F)F)cc1)C(=O)O	6%	3%	1	-1.9
54	Cc1nnc(NC(=O)c2cccc(S(=O)(=O)N(C)c3cccc(Cl)c3)c2)s1	2%	1%	-2	-1.0
55	O=C(NCc1cccs1)C1Cc2c(-c3ccc(Cl)cc3)ccnc2O1 (stereo not given)	-3%	11%	-6	-3.2
56	CCNC(=O)C1(C)CCN(C(=O)c2ccc(C#N)cc2)C1 (stereo not given)	21%	-2%	4	1.1
57	CCc1ccc(C(C)NC(=O)c2ccncc2)cc1 (stereo not given)	-6%	3%	0	-0.2

#	PLK1 PBD inh	IL-2 act	WRN helicase inh	EPAC1 agonist
49	-1%	1.9	-1%	-3%
50	4%	-3.2	8%	-9%
51	-6%	1.1	4%	12%
52	-7%	0.8	-2%	-5%
53	-1%	0.3	5%	-1%
54	-9%	1.0	-6%	6%
55	-8%	-0.5	-7%	16%
56	-4%	-0.5	7%	0%
57	-5%	-2.0	3%	-12%
